Dengue virus CPE: Dengue virus cytopathic effect inhibitors, cell-based, CPE readout, HTS (AID 540333) | Dengue virus CPE inhibition in host cells; stronger effect = higher value | CPE inhibition, % at 20 µM | 10,000 tested, 3.1% active; in the data active = CPE inhibition mostly above about 9.1%, no sharp cut-off; inactive = mostly below about 7.2%
Starred values were filed as active, the others as inactive; i = inactive. Some of the compounds tested; the hit share may differ from the screen's.

entry	SMILES	Dengue virus CPE
1	N/C(=N\OC(=O)CC1CCCCC1)c1ccc([N+](=O)[O-])cc1	i
2	CCN(CC)S(=O)(=O)c1ccc(C)c(NC(=O)CSc2nc3ccccc3[nH]2)c1	0.5
3	N=c1c2c(-c3ccccc3)c(-c3ccccc3)n(Cc3ccco3)c2ncn1CCCn1ccnc1	i
4	C[C@H]1C=C(C(=O)O)O[C@@H](OCc2ccc(CO)cc2)C1	1.5
5	COc1ccccc1N1CCN(CCCCCCOc2ccc(F)cc2)CC1	i
6	C=CCOC(=O)C1=C[C@H](c2csc3ccccc23)C[C@H](OCc2ccc(CO)cc2)O1	7.3
7	Cn1c(=O)c(Nc2ccc(O)cc2)c2c3c(cccc31)C(=O)c1ccccc1-2	i
8	O=C(NNS(=O)(=O)c1ccc(Cl)cc1)c1ccc(S(=O)(=O)N2CCCCC2)cc1	i
9	O=C(Nc1ccc(Cl)c([N+](=O)[O-])c1)c1ccncc1	0.4
10	O=C1C2CC=CCC2C(=O)N1c1ccc(NCCc2cccc(F)c2)c([N+](=O)[O-])c1 (stereo not drawn)	0.5
11	Cc1cccc(C(=O)NC(=S)NNC(=O)c2ccccc2Cl)c1	5.4
12	CCOC(=O)c1ccccc1NC(=O)/C=C/C(=O)O	0.2
13	N#Cc1ccc(NC(=O)COC(=O)CCNS(=O)(=O)c2ccccc2)cc1	i
14	Cc1ccc(C(=O)c2cnc3cc4c(cc3c2S(=O)(=O)c2ccccc2)OCCO4)cc1	6.3
15	CCC(Oc1cc(Cl)ccc1Cl)C(=O)NNC(=O)CCC(=O)O (stereo not drawn)	i
16	Cc1ccc(/C=C(\NC(=O)c2ccccc2)C(=O)NC(Cc2ccccc2)C(=O)O)cc1 (stereo not drawn)	0.6
17	CCC(C)(C)C1CCC(=NNS(=O)(=O)c2ccc(C)c([N+](=O)[O-])c2)CC1 (stereo not drawn)	i
18	CN(C)c1cccc(C(=O)Nc2cc(C(F)(F)F)ccc2-n2cnc3ccccc32)c1	1.6
19	COc1ccc(NC(=O)CN2C(=O)C(c3ccccc3)=NC23CCCCCC3)cc1	5.4
20	CCOC(=O)c1sc(NC(=O)c2ccc(S(=O)(=O)N3CCCCC3)cc2)nc1-c1ccccc1	2.7
21	COc1cc(CCCN[C@H](CN)Cc2ccccc2)cc(OC)c1OC	0.9
22	Cc1ccc(C)c(N2CCN(C(=O)c3csc(C)c3C)CC2)c1	i
23	COc1cc(SC)ccc1C(=O)NCCc1ccccc1	0.8
24	O=C([O-])c1ccc(-[n+]2c(-c3ccccc3)cc(-c3ccccc3)cc2-c2ccccc2)cc1	10*
25	Cc1[nH]c2ccccc2c1C(=O)COC(=O)c1c(-c2ccccc2Cl)noc1C	3.5
26	O=[N+]([O-])c1cccc(N/N=C/c2cccc3ccccc23)c1	0.6
27	CC(NCc1ccc(-c2ccccc2)cc1)C(O)c1ccccc1 (stereo not drawn)	i
28	COC1C/C(=N\O)C2OC(c3ccccc3)OCC2O1 (stereo not drawn)	0.1
29	COc1ccc(NC(=O)C(=O)NCCC2=CCCCC2)c(OC)c1	1.9
30	O=[N+]([O-])c1ccc(Cl)c(CN2CCSCC2)c1	0.6
31	CCC(C)(C)NC(=O)/C=C/c1ccc(OC)c(S(=O)(=O)N2CCOCC2)c1	0.1
32	Cc1ccc(-c2csc3ncnc(-n4nnc5ccccc54)c23)cc1	2.4
33	O=C(c1cc2c(cc1Br)OCCCO2)N1CCCCC1	0.2
34	CCCCN(C)CCC(=O)Nc1ccc(F)c(F)c1	0.0
35	NC(=S)N=Nc1c(O)[nH]c2cc(F)c(F)cc12	0.5
36	COC(=O)C1(C(F)(F)F)N=C(C(F)(F)F)Nc2ccc(Cl)cc21 (stereo not drawn)	0.0

Given field by field: part of the list above.
7: Cn1c(=O)c(Nc2ccc(O)cc2)c2c3c(cccc31)C(=O)c1ccccc1-2
  Dengue virus CPE = i

8: O=C(NNS(=O)(=O)c1ccc(Cl)cc1)c1ccc(S(=O)(=O)N2CCCCC2)cc1
  Dengue virus CPE = i

Remaining list, next part:
entry	SMILES	Dengue virus CPE
37	Cc1ccc(S(=O)(=O)NC(N)=NCCc2ccc(Cl)cc2)cc1C	i
38	COc1cc(C#Cc2ccc3cc(C(C)(C)O)oc(=O)c3c2)cc(OC)c1	1.4
39	O=C(NCc1ccco1)c1cccc(Nc2nc3ccc(Br)cc3[nH]2)c1	4.1
40	C=CCNC(=S)NCc1cccnc1	0.9
41	COC(=O)C1=NNC2(c3ccc(Cl)cc3)C(=O)N(c3ccccc3)C(=O)C12 (stereo not drawn)	0.5
42	CS(=O)(=O)N1CCN(c2ccc(Cl)cc2[N+](=O)[O-])CC1	i
43	Cc1cc([N+](=O)[O-])ccc1NC(=O)C1CCCO1 (stereo not drawn)	i
44	Cc1cccc(/C=N/n2c(-c3cc(-c4ccccc4)n[nH]3)n[nH]c2=S)c1	1.1
45	O=C(Cc1ccccc1)Nc1ccccc1Oc1ccccc1	0.0
46	N#CN1CCC(NS(=O)(=O)c2ccc(C(F)(F)F)cc2)C1 (stereo not drawn)	0.4
47	CCC1(C(=O)c2ccccc2)C(c2ccc([N+](=O)[O-])cc2)C1(C(=O)OC)C(=O)OC (stereo not drawn)	0.6
48	Cc1ccc(NC(=S)NNC(=O)CSc2nnc(-c3ccc(Cl)cc3)n2C2CCCCC2)cc1	1.9
49	COc1ccc(NC(=O)COC(=O)CC2CC3CCC2C3)c([N+](=O)[O-])c1 (stereo not drawn)	i
50	CCOC(=O)C(C)/C(C)=N/NC(N)=S (stereo not drawn)	0.4
51	O=c1cc(CN2CCN(S(=O)(=O)/C=C/c3ccccc3)CC2)c2ccc(O)cc2o1	i
52	CN(C)CCOc1ccc2ccccc2c1	i
53	COc1ccccc1OCCNC(=O)c1cc(SC)ccc1Cl	i
54	O=C(CN1CCSC1=NCc1ccccc1)c1ccccc1	0.4
55	CCCOc1ccc(C(=O)NCC(c2ccco2)N(C)C)cc1OC (stereo not drawn)	1.2
56	N/C(=N\OC(=O)CCCc1ccccc1)c1cccc([N+](=O)[O-])c1	i
57	O=c1c2ccccc2nc(/C=C/c2c[nH]c3ccccc23)n1-c1ccc([N+](=O)[O-])cc1	5.6
58	Fc1ccc(C2=CC(c3ccco3)n3ncnc3N2)cc1 (stereo not drawn)	0.5
59	CC1(C)CC(=O)C(C(=O)Cc2ccccc2[N+](=O)[O-])C(=O)C1	i
60	O=C(/C=C/c1ccco1)Nc1cccc(S(=O)(=O)N2CCOCC2)c1	11

Results in sequence from the list:
Dengue virus CPE, nos. 49 to 60, in order: i, 0.4, i, i, i, 0.4, 1.2, i, 5.6, 0.5, i, 11

In the list so far, three contain a CF3 group:
entry	SMILES	Dengue virus CPE
18	CN(C)c1cccc(C(=O)Nc2cc(C(F)(F)F)ccc2-n2cnc3ccccc32)c1	1.6
36	COC(=O)C1(C(F)(F)F)N=C(C(F)(F)F)Nc2ccc(Cl)cc21 (stereo not drawn)	0.0
46	N#CN1CCC(NS(=O)(=O)c2ccc(C(F)(F)F)cc2)C1 (stereo not drawn)	0.4

More compounds:
entry	SMILES	Dengue virus CPE
61	COc1ccc(CN(C)C2c3ccccc3-c3ccccc32)cc1	1.2
62	COc1ccc(N/C=C\C(=O)c2ccc(Br)cc2)cc1OC	0.1
63	COc1ccc(CCCC(=O)Nc2ccccc2F)cc1	i
64	O=C(Cn1nnc2ccccc21)c1cccc([N+](=O)[O-])c1	i
65	O=C(Nc1cc([N+](=O)[O-])ccc1F)c1cccs1	0.3
66	COc1ccc(CCN2C(=O)NC(NS(=O)(=O)c3ccc(N)cc3)(C(F)(F)F)C2=O)cc1OC (stereo not drawn)	1.1
67	CC(C)(C)SCCNC(=O)/C=C/c1ccc([N+](=O)[O-])cc1	i
68	COc1cc(C=Nc2cccc([N+](=O)[O-])c2C)ccc1OC(C)=O	4.6
69	COc1ccc(N2CCN(CC(O)COCCOc3ccc(Br)cc3)CC2)cc1 (stereo not drawn)	1.4
70	COc1ccc(C#Cc2ccc3c(=O)c4ccccc4n(C)c3c2)cc1	2.6
71	CCC(C)NCCOCCOc1ccc(C)cc1OC (stereo not drawn)	i
72	CCc1ccc(C(C)NC(=O)c2ncn[nH]2)cc1 (stereo not drawn)	i
73	COc1ccc(-c2cc(C#N)nc(Oc3ccc(Cl)cc3)n2)cc1	0.5
74	Brc1ccccc1OCCOc1cccc2cccnc12	0.4
75	Brc1ccc(-c2c(-c3ccsc3)sc3ccccc23)cn1	2.1
76	Cc1ccc(NC(=S)N2CCN(C)CC2)c(C)c1	0.8
77	CCOC(=O)Cn1cncc1-c1ccc([N+](=O)[O-])cc1	0.5
78	CC(C)(C)SCCNC(=O)/C=C/c1ccc(F)cc1	0.1
79	O=[N+]([O-])c1ccc(/C=N/n2c(CO)nc3ccccc32)s1	1.1
80	CC(C)n1c2ccccc2c2cc([N+](=O)[O-])ccc21	0.1
81	C=C1C[C@H]2[C@@H]3CCc4cc(OC)ccc4[C@H]3CC[C@]12C	1.9
82	CCOc1cc(NC(=S)NCc2ccco2)c(OCC)cc1NC(=O)CC	0.9
83	O=C(CN1CCCc2ccccc21)N/N=C/c1c(O)ccc2ccccc12	0.6
84	O=C(Cc1ccc(Cl)cc1)NNS(=O)(=O)c1ccc([N+](=O)[O-])cc1	0.3
85	O=C(O)CC1S/C(=N/N=C/C=C/c2ccccc2[N+](=O)[O-])NC1=O (stereo not drawn)	i
86	Cn1cnc([N+](=O)[O-])c1Oc1cccc(O)c1	8.8
87	CC(=O)N1CCN(S(=O)(=O)c2cccc(C(=O)OCC(=O)NC(=O)c3cccn3C)c2)CC1	i
88	Cc1ccc(NC(=O)COC(=O)c2ccc(OCc3c(C)noc3C)cc2)cc1S(=O)(=O)N1CCOCC1	i
89	COC(=O)Cn1c(C(=O)N2CCCC2)cc2c1C[C@H]1CN(C(=O)c3ccccc3)[C@@](Cc3ccc(F)cc3)(C(=O)OC)[C@@H]21	0.2
90	COc1ccc([C@H]2CC(=O)C=C(c3ccc(OC(F)(F)F)cc3)C2)cc1	2.0
91	O=C(CN1CCCCCCC1)N/N=C/c1ccccc1F	0.8
92	CC(C)NC(=O)/C(C#N)=C/c1cccc(NC(=O)c2ccccc2Cl)c1	3.2
93	S=c1[nH]nc(-c2ccco2)n1/N=C/c1ccccc1Cl	0.1
94	Cc1ccc(-c2cc(C(=O)NC3=NCCS3)c3ccccc3n2)cc1C	0.1
95	O=C(Cn1c(=O)sc2ccccc21)Nc1nc2c(s1)CCCC2	1.3
96	CCOc1ccc(S(=O)(=O)N/N=C(\C)c2ccc(Cl)c(Cl)c2Cl)cc1	i

New compounds follow
No.	Structure	Dengue virus CPE
97	CCO[C@H]1OC(C(=O)O)=C[C@@H](c2csc3ccccc23)[C@@H]1CCCO	1.0
98	O=C(CSc1nc2ccccc2s1)NCc1cc([N+](=O)[O-])ccc1O	i
99	CN1C(=O)CC(N2CCN(c3ccc(Cl)cc3)CC2)C1=O (stereo not drawn)	0.1
100	CCCCc1c(C)nc(Nc2ccc(OC)cc2)[nH]c1=O	1.6
101	CCn1c(SCC(=O)N/N=C/C=C/c2ccccc2[N+](=O)[O-])nnc1-c1ccccc1	i
102	Cc1nn(C)cc1C(C(=O)NC1CCCCC1)N(C(=O)Cc1cccs1)c1ccc(Cl)cc1 (stereo not drawn)	2.7
103	CCOC(=O)/C(N=Nc1sc(C(=O)OC)c(C)c1C(=O)OCC)=C(\O)CCl	0.2
104	O=C(COC(=O)CCSc1ccc(Cl)cc1)NCCc1ccccc1	i
105	COc1cccc(-c2cc(C(=O)NCC3CCCO3)c3ccccc3n2)c1 (stereo not drawn)	i
106	COc1ccc(S(=O)(=O)Nc2ccccc2OC)cc1NC(=O)CC1CC2CCC1C2 (stereo not drawn)	1.4
107	Cc1cccc(NC(=O)c2nc[nH]c2C(=O)N2CCC(C)CC2)c1	1.0
108	CC1CCN(C(=S)Nc2ccc(F)cc2)CC1	0.5
109	O=C(c1cnn(C(=O)COc2ccc(Cl)cc2)c1)c1ccccc1O	i
110	CCCn1c(C)cc(/C=C(\C#N)C(=O)OCC(=O)Nc2cc(OC)c(OC)c(OC)c2)c1C	0.1
111	O=C(COC(=O)CSc1ccc2ccccc2c1)NC1CCCC1	i
112	CCCCOc1ccc(C(C)NC(=O)CCS(=O)(=O)Cc2ccc(Cl)cc2)cc1 (stereo not drawn)	1.3
113	CC(C)(C)NC(=O)c1c(F)c(F)c(F)c(F)c1F	1.3
114	CCC1=C(c2cc(OC)c(OC)c(OC)c2)C2(CCCC2)C(=O)O1	1.6
115	COc1cccc(CN(Cc2ccccc2F)S(=O)(=O)c2ccc(S(=O)(=O)NCc3ccccc3)cc2)c1	0.8
116	O=C1C(Cc2cccc([N+](=O)[O-])c2)S/C(=N/N=C/c2ccco2)N1c1ccccc1 (stereo not drawn)	0.7
117	Cc1ccc(CNC(=O)C2(S(=O)(=O)c3ccccc3)CC=CC2)cc1	0.1
118	c1ccc(-c2cn(C[C@H]3CC[C@H](Cn4cc(-c5ccccn5)nn4)O3)nn2)nc1	i
119	O=C(N1CCN(c2ccccn2)CC1)C(Cl)(Cl)Cl	0.6
120	CCOc1cccc(SCc2noc(C(=O)NCC3CCCO3)c2C(=O)O)c1 (stereo not drawn)	0.5
121	COc1cc(N=C2C(=O)N3c4c(cccc42)C(C)=CC3(C)C)cc(OC)c1	5.4
122	Fc1cccc(NC(=S)NCc2cccnc2)c1	i
123	CCOC(=O)C(C)(C)N(Cc1cccc(C)c1)S(=O)(=O)c1ccc(Cl)c([N+](=O)[O-])c1	7.2
124	COc1ccc(C(C#N)N2N=C(c3ccccc3)CC2c2ccccc2)cc1OC (stereo not drawn)	2.5
125	NC(=O)C1=C[C@@H](c2ccccc2)C[C@@H](OCCCCO)O1	1.0
126	O=C(CN1CCCCCC1)N/N=C/c1ccc(Cl)c(Cl)c1	i
127	O=C(CN1CCN(c2ccc(O)cc2)CC1)Nc1cc(S(=O)(=O)N2CCOCC2)ccc1Cl	i
128	Cc1nc2ccccc2nc1OCc1ccccc1	i
129	CN(C)[C@@H]1CCC[C@@H]1OC(=O)C(c1ccccc1)c1ccccc1	0.2
130	Cc1no[n+]([O-])c1COc1ccccc1/C=N/n1nnnc1N	2.2
131	CCOC(=O)C1Nc2c(cc(C(F)(F)F)cc2[N+](=O)[O-])C2c3ccccc3CC12 (stereo not drawn)	2.6

Screening data deposited in PubChem BioAssay by Southern Research Specialized Biocontainment Screening Center.
